Assay outcomes from PubChem BioAssay.
zVAD death inh: L929 zVAD cell death inhibition | viability rescue, % at 10 µM | L929 zVAD necroptosis rescue, ATP luminescence, 24 h; with zVAD 60 µM | hit rate 0.38% among 220,000;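 active means activation, scaled between plate controls, above about 75%, limit read from the data; inactive means activation under that limit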;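 further: 0% = zVAD with DMSO and 100% = DMSO alone without zVAD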
PERK inh: human PERK inhibition, primary cell-based screen; hit rate 0.17% among 220,000; CHO PERK-DD fusion, SEAP luminescence translation reporter; Q9NZJ5; AID 1416; inhibition, % at 5.6 µM;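 active means inhibition above the mean inhibition of all tested compounds plus 3 SD, set separately per screening campaign, cut at about 2.9% in these data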;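 further: PERK kinase domain activated by AP20187 dimerizer at 100 nM; 0% = DMSO with dimerizer and 100% = rapamycin at 8.4 µM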
Target sequence (Q9NZJ5 whole entry, looked up, the tested form may be a part): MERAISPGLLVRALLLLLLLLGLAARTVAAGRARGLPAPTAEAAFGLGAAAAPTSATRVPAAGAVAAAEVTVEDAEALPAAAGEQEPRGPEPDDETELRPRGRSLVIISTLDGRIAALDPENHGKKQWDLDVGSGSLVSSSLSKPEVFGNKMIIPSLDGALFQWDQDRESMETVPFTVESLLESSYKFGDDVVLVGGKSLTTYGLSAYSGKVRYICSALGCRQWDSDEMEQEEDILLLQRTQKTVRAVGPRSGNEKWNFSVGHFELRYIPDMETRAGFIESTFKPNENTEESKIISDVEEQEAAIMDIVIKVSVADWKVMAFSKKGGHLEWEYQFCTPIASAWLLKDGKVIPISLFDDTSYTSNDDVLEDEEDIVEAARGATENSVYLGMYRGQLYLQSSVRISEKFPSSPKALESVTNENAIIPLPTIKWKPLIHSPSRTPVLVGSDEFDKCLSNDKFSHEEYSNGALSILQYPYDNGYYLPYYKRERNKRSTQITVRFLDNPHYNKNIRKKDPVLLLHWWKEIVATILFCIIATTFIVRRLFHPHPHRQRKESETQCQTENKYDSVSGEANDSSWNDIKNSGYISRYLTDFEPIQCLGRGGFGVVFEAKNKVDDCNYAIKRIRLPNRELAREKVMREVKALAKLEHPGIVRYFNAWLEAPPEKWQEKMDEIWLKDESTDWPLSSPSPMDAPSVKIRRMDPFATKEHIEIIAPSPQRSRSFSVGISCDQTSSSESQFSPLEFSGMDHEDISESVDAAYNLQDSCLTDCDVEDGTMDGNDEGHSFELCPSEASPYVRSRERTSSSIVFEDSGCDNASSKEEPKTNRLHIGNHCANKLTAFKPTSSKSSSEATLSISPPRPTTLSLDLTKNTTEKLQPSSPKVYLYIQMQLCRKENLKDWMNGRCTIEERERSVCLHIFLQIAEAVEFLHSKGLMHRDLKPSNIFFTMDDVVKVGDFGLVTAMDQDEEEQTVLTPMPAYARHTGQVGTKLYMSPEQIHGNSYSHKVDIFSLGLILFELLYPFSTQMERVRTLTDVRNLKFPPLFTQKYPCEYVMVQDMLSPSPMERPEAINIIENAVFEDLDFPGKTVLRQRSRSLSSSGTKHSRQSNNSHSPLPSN
TNF death inh: inhibitors of TNF-alpha induced necroptosis in Jurkat FADD-/- cells; Jurkat FADD-/- TNF necroptosis rescue, ATP luminescence, 24 h; 0 = TNF only, 100 = no-TNF cells; activation (protection from cell death), % at 10 µM; hit rate 0.068% among 220,000;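 active means activation, meaning protection from cell death, of at least 50% relative to plate controls; inactive means activation below 50%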;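 further: necroptosis triggered by 40 ng/mL TNF-alpha added together with compound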
Runt-CBFb FRET: Runt domain-CBFb interaction inhibition; Q01196+Q13951; Cerulean-Runt/Venus-CBFb FRET ratio 530/480, 1 h; inhibition, % at 20 µM; hit rate 0.46% among 220,000;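 active means inhibition over about 50% at 20 µM in the single-dose screen, limit read from the data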;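 further: 0% = DMSO wells and 100% = excess unlabeled CBFb competitor control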
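test system = Cerulean-Runt domain fusion protein, energy donor | probe or stimulus = Venus-CBFb binding partner, 100 nM | incubation = two 1 h room-temperature incubations shielded from light | detection = fluorescence energy transfer, 422 nm excitation, 530/480 nm emission | measure = loss of energy transfer signal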
Hck Nef HTS: inhibitors of human Hck kinase activated by Nef; P08631; Recombinant Hck-YEEI plus Nef, Z-Lyte FRET kinase assay; inhibition, % at 20 µM; hit rate 0.68% among 220,000; AID 463187;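 active means Hck-Nef kinase inhibition above about 50%, limit read from the data; inactive means inhibition below that limit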;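 further: 0% = DMSO with Hck plus Nef and 100% = Hck alone without Nef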
RBBP9 inhibitor: human RBBP9 hydrolase inhibition | O75884 | recombinant RBBP9, FP-Rh probe fluorescence polarization | inhibition, % at 7.94 µM | hit rate 0.2% among 220,000;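 active means inhibition above the campaign mean of all tested compounds plus 3 SD, cut at about 14% in these data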;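 further: plate controls were DMSO wells with RBBP9 for no effect and wells lacking RBBP9 protein for full effect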
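Measured by: FP readout at 525/598 nm; material: recombinant human RBBP9; also added: Serine-hydrolase probe FP-Rh, 375 nM pre-mixing; medium: Tris buffer pH 8.0, NaCl, Pluronic; replication: one well per compound; doses: one concentration, 7.94 µM nominal, 0.794% DMSO; timing: preincubation 30 min plus labeling 45 min at 25 °C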
EP2 mod: modulates human prostaglandin E2 receptor EP2 signaling. P43116. EP2-expressing cells, cAMP HTRF FRET, PGE2 co-stimulation. induction, % at 25 µM. hit rate 0.83% among 260,000;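 active means compounds whose cAMP rise, as percent of the full-agonist control response, exceeds 60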;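 further: rat C6 glioma line stably carrying human EP2 under a CMV promoter; the protocol text gives 20 µM as final concentration; 100% = response of wells given 1 µM PGE2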
EP2 antag: blocks the human prostaglandin E2 receptor EP2 | hit rate 0.52% among 260,000 | P43116 | C6 glioma cells expressing human EP2, cAMP TR-FRET; cells stimulated with saturating PGE2 | inhibition, % at 25 µM | AID 1422;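 active means percent inhibition above 40 after rounding to a whole number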;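 further: rat C6 glioma host cells with rolipram phosphodiesterase inhibitor present; the protocol text gives 20 µM as final concentration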
Runt-SMMHC FRET: inhibitors of human RUNX1 Runt domain binding to CBFb-SMMHC. Cerulean-Runt/Venus-CBFb-SMMHC FRET ratio 530/480, 1 h. inhibition, % at 20 µM. hit rate 0.74% among 220,000. AID 1434;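 active means mean inhibition across duplicate retests at 20 µM reaching about 50%, limit read from the data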;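 further: 0% = DMSO wells and 100% = wells with excess untagged CBFb-SMMHC; inhibitors lower the FRET ratio by blocking Runt binding to CBFb-SMMHC; some results filed as inactive read as strong as hits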
Starred values were filed as active, the others as inactive; / = no result given; & = joins results of further samples. Some of the compounds tested; rates above refer to the full screens.

Results follow in this order: zVAD death inh	Runt-SMMHC FRET	EP2 antag	PERK inh	RBBP9 inhibitor	Runt-CBFb FRET	Hck Nef HTS	TNF death inh	EP2 mod
> CC(=O)Nn1cc2c(c1-c1ccccc1)c(=O)n(C)c(=O)n2C
    -0.3	3	3	-1.1	-15	0	0	-2.8	12
> COc1ccc(CCNC(=O)C2CCN(S(C)(=O)=O)CC2)cc1OC
    0.2	0	6	0.5	-8	-1	2	-1.6	2
> Nc1nnc(COc2ccccc2)s1
    0.0	1	14	0.5	-1	-4	-9	1.1	-12
> CCC/S(CC1CC1(Cl)Cl)=N\S(=O)(=O)c1ccc(C)cc1 (stereo unspecified)
    -0.2	-3	6	-0.1	-2	1	-2	-1.1	5
> CC(=O)Nc1ccc(S(=O)(=O)NCC2CCC(C(=O)NCCCN3CCCC3=O)CC2)cc1 (stereo unspecified)
    1.9	1	6	1.2	-11	0	-3	1.1	13
> CCn1c(CCNC(=O)c2ccc(F)cc2)nc2ccccc21
    1.6	-4	12	-0.7	-3	2	2	0.2	-9
> Cc1ccc(Nc2nc(CSc3nnc(-c4ccccc4)n3C)cs2)cc1
    2.0	6	8	-0.6	-13	19	1	1.8	19
> O=S(=O)(Nc1ccc(N2CCCCC2)cc1)c1ccc(F)cc1
    0.4	-1	9	-0.2	1	7	10	4.3	5
> CCN1C(=O)N(CC)C2C1N(C(C)=O)C(=O)N2C(C)=O (stereo unspecified)
    0.1	2	0	1.3	-4	-2	0	-0.9	16
> O=C(CCCn1c(=O)[nH]c2ccccc2c1=O)N1CCN(c2ccccn2)CC1
    /	2	7	-0.3	-4	-2	-10	-0.7	22
> CCC(Sc1ccc2nnc(CCNS(=O)(=O)c3ccc(OC)cc3)n2n1)C(=O)OC (stereo unspecified)
    -0.1	2	2	0.5	-9	-1	21	0.8	28
> CC(=O)Nc1ccc(S(=O)(=O)N2CCCC2C(=O)Nc2ccc3c(c2)OCCO3)cc1 (stereo unspecified)
    0.4	-2	6	0.3	-7	0	19	0.6	-22
> S=c1[nH]nc(COc2ccc3ccccc3c2)o1
    -0.1	10	11	1.2	-8	2	4	-0.9	-1
> Cc1c(C(C)(C(=O)O)c2c(C)n(C)c3ccccc23)c2ccccc2n1C
    0.1	-6	17	0.5	-8	-5	-1	-1.8	27
> CC1Cc2ccccc2N1C(=O)COc1ccc2c(c1)OCO2 (stereo unspecified)
    1.0	1	5	0.1	-5	0	-33	11	-45
> O=C(CSc1nnc(-c2ccco2)o1)N1c2ccccc2CCc2ccccc21
    -0.1	0	13	-1.5	0	1	8	-5.6	-20
> Cc1noc(/C=C/N(C)C)c1S(=O)(=O)N1CCc2ccccc21
    -0.7	-2	12	-0.5	2	1	47	-1.5	10
> Cc1ccc(S(=O)(=O)CCSc2cccc(C(=O)Nc3ccccc3C(=O)O)c2)cc1
    0.3	18	12	0.1	-19	39	0	1.3	-73
> CCN(CC)c1ccc(NC(=O)CN2CCN(CC(=O)Nc3ccccc3F)CC2)cc1
    0.8	4	8	-1.3	0	2	-1	0.7	-26
> O=C(COC(=O)c1ccc(Cl)s1)c1ccc[nH]1
    -0.2	2	7	-0.5	-10	-1	19	1.5	-22
> Cc1ccccc1/C=N/N1CCN(c2ccccc2)CC1
    -0.3	0	4	1.1	-7	-2	4	1.2	7
> O=C(Cn1c(=O)oc2cc(S(=O)(=O)NCc3ccccc3)ccc21)NCc1ccco1
    -0.3	-4	13	-0.8	-10	4	-1	1.7	-14
> COc1ccc(S(=O)(=O)NC(C)C(=O)Nc2cccc(C(C)=O)c2)cc1 (stereo unspecified)
    0.6	-1	7	0.2	-7	0	0	-1.9	0
> Cc1c(NC(=O)c2ccc(-c3ccc([N+](=O)[O-])cc3Cl)o2)c(=O)n(-c2ccccc2)n1C
    -0.4	/	4	-0.4	1	/	11	-1.2	-64
> CCn1c(C(C)C)n[nH]c1=S
    2.1	4	7&5	1.1	-1	-1	27	0.8	7&8
> Cc1cc(C(=O)NCc2ccc3c(c2)OCO3)c(C)o1
    0.7	1	9	-1.0	-1	1	-25	2.9	-19
> O=S(=O)(NCCCN1CCOCC1)c1ccc2c(c1)OCCO2
    3.1	1	6	-0.1	-3	2	21	-0.3	13
> O=C(O)c1cccc(Nc2cc(Cl)c3nonc3c2[N+](=O)[O-])c1
    -1.2	26	3	1.4	4	40	23	-0.2	0
> CC(C)(C)c1ccc(S(=O)(=O)N2CCCC2C(=O)N2CCOCC2)cc1 (stereo unspecified)
    0.2	-7	5	0.6	-2	0	2	0.7	37
> Cc1cccc2cc(C3CC(c4cccs4)=NN3C(=O)CCC(=O)O)c(Cl)nc12 (stereo unspecified)
    0.8	2	3	0.3	1	0	2	2.4	16
> CCSc1cc(C)nc2c(-c3ccccc3)c(C)nn12
    0.3	-2	9	-0.1	-2	-2	1	0.5	2
> CN(C)C(=O)C(NC(=O)c1ccccc1)=C(Cl)Cl
    1.6	3	11	0.7	-4	1	15	0.4	4
> C/C(=N\O)C(=O)OC1CC(C)CCC1C(C)C (stereo unspecified)
    0.4	2	1	1.0	-5	-1	2	-3.1	59
> CC(C)NC(=S)N1CCN(C/C=C/c2ccccc2)CC1
    2.5	0	10	0.4	-9	2	6	2.1	-27
> CN(CCCC(=O)Nc1ccncc1)S(=O)(=O)c1ccc(Cl)cc1
    1.0	-6	7&7	-0.6	-9	-3	1	-1.4	8&-35
> C#Cc1ccc([C@@H]2C=C(C(=O)O)O[C@H](OCCCCO)C2)cc1
    -0.5	0	26	1.5	-4	1	16	-0.7	3
> COc1cccc(C2CC(c3ccccc3)=NN2S(=O)(=O)c2ccc(C)cc2)c1OC (stereo unspecified)
    2.1	5	5	1.2	-11	0	-14	1.6	26
> Cc1nc(C)c(-c2nnc(-c3ccc(C(C)(C)C)cc3)o2)cc1C(=O)NN
    0.9	1	4	0.6	-8	-1	2	1.0	10
> COc1ccc(-c2csc(NC(=S)NC(=O)c3cccs3)n2)cc1OC
    0.1	0	5	1.6	-3	13	37	-4.8	13
> NNC(=O)c1sc2cc(C(F)(F)F)cnc2c1-c1cccs1
    1.0	0	4	1.1	2	-2	-6	0.1	8
> Cc1cc(C)n2nc(SCc3cc(=O)oc4cc(C)c(C)cc34)nc2n1
    -0.7	-2	/	-1.1	-10	1	0	-0.6	16
> CS(=O)(=O)NCC(c1cccnc1)N1CCN(c2ccc(F)cc2)CC1 (stereo unspecified)
    -0.3	1	13	0.5	-4	0	2	0.7	29
> CCN1CCN(C(c2cccs2)C(C)NC(=S)NC2CCCCC2)CC1 (stereo unspecified)
    0.1	2	11	0.7	-1	2	22	0.9	-8
> CC(C)c1ccccc1OCC(=O)NCC(c1cccs1)N1CCOCC1 (stereo unspecified)
    1.1	-4	5	-0.9	-5	-4	0	0.9	9
> Cn1cc(C(=O)NC2CCCCC2)c(=O)c2cc(S(=O)(=O)N3CCCC3)ccc21
    -1.0	-2	8	0.8	-5	-1	4	0.7	-13
> CN(C)C(CNC(=O)NC1CCCCC1)c1cccnc1 (stereo unspecified)
    2.8	4	6	0.8	-2	0	0	0.6	24
> Cc1ccc(S(=O)(=O)N/N=C\c2ccc3c(c2)OCO3)cc1
    -0.2	-4	6	0.0	-4	-3	-3	-2.2	-7
> COc1ccc(Cn2c(-c3ccc(Br)cc3)c[n+]3ccccc23)cc1
    -0.1	1	9	0.1	-3	0	2	1.8	2
> CCOC(=O)C1CCN(C(=O)Nc2ccc3c(c2)nc(C)n3C)CC1
    -0.6	1	5	1.1	-1	4	6	-0.7	14
> COc1cccc(NC(=O)CN(C)C(C)C(=O)Nc2ccc(C#N)cc2)c1 (stereo unspecified)
    3.3	4	4	-0.4	-1	0	19	1.7	-54
> COc1ccc(C(=O)c2oc3ccc(Br)cc3c2NC(C)=O)cc1
    0.8	-1	13	1.6	-4	-4	2	1.2	23
> CCOC(=O)c1c(NC(=O)C(F)(OC)C(F)(F)F)sc2c1CCN(C)C2 (stereo unspecified)
    0.1	62*	19	-0.8	-3	84*	9	1.3	-2
> Cc1sc(-c2ccccn2)nc1OC(=O)c1ccc(Cl)c(Cl)c1
    0.1	-8	6	0.5	0	-6	1	0.7	21
> Cc1ccc(-n2nc(C)c(NC(=O)CCl)c2C)cc1
    0.3	2	5	1.1	7	0	3	-2.4	0
> CCC(=O)N1CCN(c2ccc(NC(=O)c3cc4ccccc4o3)cc2)CC1
    0.7	4	12	-1.2	-17	-2	10	0.8	-25
> CCCCCOC(=O)CCN1C(=O)/C(=C2\SC(=S)N(CCC(=O)OCCCCC)C2=O)SC1=S
    0.9	-12	10	2.3	-4	2	10	-20	-9
> COc1ccccc1-c1ccc(/C=C2/C=C(C)OC2=O)o1
    /	-23	12	-0.1	-6	6	23	-12	51
> Cc1ccc(NC(=O)C(C)c2ccc(-c3ccccc3)c(F)c2)c(C)c1 (stereo unspecified)
    -0.7	-4	11	0.2	-15	2	-3	1.9	-49
> CC1CCCC(C)N1C(=O)Cn1c(SCC(=O)NCc2ccc3c(c2)OCO3)nc2ccccc21 (stereo unspecified)
    -0.4	0	20	-0.1	2	0	1	1.8	-11
> CCn1c(SCC(=O)N/N=C/C=C/c2ccco2)nnc1-c1ccc(OC)cc1
    0.1	-7	7	0.1	-7	2	1	1.4	2

Remaining list, next part
Results follow in this order: zVAD death inh	Runt-SMMHC FRET	EP2 antag	PERK inh	RBBP9 inhibitor	Runt-CBFb FRET	Hck Nef HTS	TNF death inh	EP2 mod
> CCOC(=O)c1ccc(NC(=O)C2CCCO2)cc1 (stereo unspecified)
    -0.1	3	11&13	0.8	-3	0	2	1.2	0&-2
> O=C(NCCN1CCOCC1)c1ccc2c(c1)ncn2C1CCCC1
    /	0	3	0.9	2	-1	0	0.0	21
> CCCC(=O)Nc1c(-c2ccccc2)c(=O)c(C)nn1-c1ccc(Cl)cc1
    0.8	5	5	1.0	-7	1	2	2.9	13
> COc1ccc(C2CC(c3cccs3)=NN2c2nc(C)c(C(C)=O)s2)cc1OC (stereo unspecified)
    17	24	2	-0.6	-7	6	29	-8.0	41
> CCCN1C(=S)SC(C)(C)C1/[N+]([O-])=C/c1cccnc1 (stereo unspecified)
    0.7	-5	9	-0.1	4	-1	-15	-0.6	15
> COC(=O)c1ccccc1NC(=S)NC(C)=O
    -1.6	2	7	0.3	-4	1	-8	-0.4	3
> Cc1snc(SCC(=O)N/N=C(\N)COc2ccc(F)cc2)c1C#N
    0.1	-4	13	1.3	-8	1	2	-0.5	1
> O=C(CNCc1cccs1)NC12CC3CC(CC(C3)C1)C2
    0.4	-2	7&2	1.1	11	-2	20	-0.8	-43&-47
